# High-throughput results as filed in PubChem.
# uPA surface inh: qHTS for Inhibitors of Cell Surface uPA Generation | cell surface uPA generation assay, qHTS | actives 0.31% (n = 330,000) | Potency, µM (highest dose often 38.3 µM), for inactives: at the top dose activity change, negative = inhibition, usual class: inhibitors | AID 540303, 2011; active means well fitted inhibition curve with a large enough effect; inconclusive means small, poorly fitted or top-dose-only effect; inactive means no such curve, though single readings can be large or run the other way; tested in mouse RAW 264.7 cells; further: potency means the concentration at half of the fitted maximal effect; nearly all actives have a fitted effect of over 55% in size
# B2AR arrestin: qHTS assay of beta-arrestin-biased ligands of beta2-adrenergic receptor; Beta-2 adrenergic receptor (Homo sapiens), P07550; beta-arrestin recruitment to beta2AR, cell-based reporter; Potency, µM (titrated, usually from 46.1 µM), for inactives: top-dose activation, actives largely listed as activators; actives 0.02% (n = 330,000); AID 492947, 2010;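 further: potency means the concentration at half of the fitted maximal effect; 0% = DMSO controls and full agonism = EC100 isoproterenol or metaproterenol; nearly all actives have a fitted effect of over 65% in size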
# KCNH2 WT inh: qHTS for Inhibitors of KCHN2 3.1: Wildtype qHTS | activity change, % at 1.84 µM | U2OS, BacMam KCNH2, thallium flux FluxOr; hits give low values | actives 0.37% (n = 340,000);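 active means maximum activity change below -70%; inconclusive means maximum activity change between -70% and -50%; inactive means maximum activity change above -50%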
#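 U2OS cells transduced with wild-type KCNH2 virus are loaded with FluxOr dye for 45 min, and thallium flux is measured in kinetic reads before and after stimulation buffer. Rate constants are normalized to DMSO controls.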
# USP2a block: qHTS Assay for Inhibitors of Ubiquitin-specific Protease USP2a Using CHOP2 as the Reporter. Ubiquitin carboxyl-terminal hydrolase 2 (Homo sapiens), O75604. USP2 core, Ub-CHOP2 coupled fluorogenic reporter, 485/531. Potency, µM (top dose mostly 38.3 µM), for the others: at the top dose activity change, negative = inhibition, usual class: inhibitors. actives 0.01% (n = 330,000). AID 463254, 2010;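 further: potency means the concentration at half of the fitted maximal effect; plate controls were DMSO wells for no effect and full inhibition by NEM control for full effect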
# Target sequence (O75604 whole entry, looked up): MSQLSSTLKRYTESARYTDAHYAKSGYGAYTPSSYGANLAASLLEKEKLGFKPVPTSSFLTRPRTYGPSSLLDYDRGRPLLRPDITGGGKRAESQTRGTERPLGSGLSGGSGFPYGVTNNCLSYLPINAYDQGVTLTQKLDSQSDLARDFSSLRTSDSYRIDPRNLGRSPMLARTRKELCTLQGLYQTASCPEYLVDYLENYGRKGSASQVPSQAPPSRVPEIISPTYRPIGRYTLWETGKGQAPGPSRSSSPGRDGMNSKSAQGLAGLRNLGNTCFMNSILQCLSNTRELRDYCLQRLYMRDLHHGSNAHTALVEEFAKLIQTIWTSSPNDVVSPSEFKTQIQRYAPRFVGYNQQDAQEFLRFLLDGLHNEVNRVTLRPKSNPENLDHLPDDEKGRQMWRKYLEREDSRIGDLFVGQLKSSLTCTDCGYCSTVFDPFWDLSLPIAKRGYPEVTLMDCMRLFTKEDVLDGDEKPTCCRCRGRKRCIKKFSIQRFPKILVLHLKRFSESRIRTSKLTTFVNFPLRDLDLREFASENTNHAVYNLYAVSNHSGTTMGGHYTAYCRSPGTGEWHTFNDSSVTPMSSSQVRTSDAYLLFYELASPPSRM
#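 USP2 core (10nM final) preincubated 30min RT with compound in 20mM Tris-HCl pH 8.0, 2mM CaCl2, 2mM beta-mercaptoethanol, 0.05% CHAPS; 25nM Ub-CHOP2 plus 25nM reporter substrate added, fluorescence (Ex485/Em531) read after 60min.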
# Giardia kill: Small Molecules that selectively kill Giardia lamblia: qHTS; Giardia lamblia trophozoite viability; activity change, % at 7.66 µM, hits read low; actives 0.15% (n = 340,000); in the data active means activity change below about -80%; inconclusive means between about -30% and that limit;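 further: parasites exposed to compound for two days anaerobically before the ATP read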
#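 Compounds were tested on trophozoites seeded at 100 cells/well and held 48 hrs at 37 deg C anaerobically. An ATP-based luminescent kit measured the remaining live cells.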
# GALK inh: qHTS Assay for Inhibitors of Human Galactokinase (GALK). P51570. Purified GALK, Kinase-Glo residual ATP luminescence. Potency, µM (top dose mostly 57.5 µM), for the others: top-dose activity change, negative = inhibition, usual class: inhibitors. actives 0.007% (n = 270,000). AID 1868, 2009; further: potency means the concentration at half of the fitted maximal effect
# Target sequence (P51570 whole entry, looked up): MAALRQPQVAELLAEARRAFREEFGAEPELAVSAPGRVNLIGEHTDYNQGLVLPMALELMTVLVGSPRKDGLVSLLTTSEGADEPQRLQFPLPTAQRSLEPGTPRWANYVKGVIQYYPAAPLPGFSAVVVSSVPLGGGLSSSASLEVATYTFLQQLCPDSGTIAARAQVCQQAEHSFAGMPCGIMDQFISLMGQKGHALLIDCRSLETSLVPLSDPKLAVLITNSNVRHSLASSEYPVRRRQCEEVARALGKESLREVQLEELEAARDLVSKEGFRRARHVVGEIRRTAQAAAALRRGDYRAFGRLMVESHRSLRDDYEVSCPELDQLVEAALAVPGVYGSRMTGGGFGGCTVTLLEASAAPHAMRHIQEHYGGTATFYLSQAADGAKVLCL
#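 Kinase-Glo Plus luminescence measured ATP left after a 1 h room-temperature reaction. The reaction used 5 nM GALK, 100 uM galactose and 35 uM ATP at pH 8.0 (20 mM HEPES, 5 mM MgCl2, 60 mM NaCl, 1 mM DTT, 0.01% BSA).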
# FBPA coupling cs: qHTS Assay for Inhibitors of Fructose-1,6-bisphosphate Aldolase from Giardia Lamblia: Coupling assay counterscreen | coupling enzyme system counterscreen, AmpLite Red fluorescence | activity change, negative = inhibition, % at 58.2 µM, hits read low | actives 0.67% (n = 290,000); in the data active means activity change below about -30%
#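 Activity here indicates interference with the coupling reaction, not aldolase inhibition. Compounds at 57.5 uM final met coupling enzymes for 10 min at RT; substrate and AmpLite Red detection followed, with a 525/598 nm fluorescence read after 20 min.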
# PKM2 act: qHTS Assay for Activators of Human Muscle isoform 2 Pyruvate Kinase. purified PKM2, Kinase-Glo ATP luminescence, activation; response scale: 0% is enzyme alone, no compound. AID 1631, 2009. Pyruvate kinase PKM (Homo sapiens), P14618. actives 0.34% (n = 260,000). Potency, µM (series often up to 57.5 µM), inactives show at the top dose activation, most hits filed as activators; further: potency means the concentration at half of the fitted maximal effect; nearly all actives have a fitted effect of over 55% in size
#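 Purified hPK-M2 (>95%) run at intermediate activity with 0.1 mM ADP and 0.5 mM PEP in 50 mM imidazole pH 7.2, KCl, MgCl2; 1 h room temperature. ATP formed read by Kinase-Glo luminescence; normalized to uninhibited and no-enzyme controls.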
# KCNH2 3.1 block: qHTS for Inhibitors of KCHN2 3.1: Mutant qHTS. Potassium voltage-gated channel subfamily H member 2, brain isoform KCNH2 3.1 (human). U2OS KCNH2 3.1, thallium flux FluxOr; hits give low values. activity change, % (tested at about 1.8 µM). actives 0.95% (n = 340,000);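 active means maximum activity change below -70%; inconclusive means maximum activity change from -70% to -50%; inactive means maximum activity change above -50%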;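 further: thallium influx rate constant from kinetic fluorescence after stimulation buffer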
#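 Kinetic fluorescence (2 min after stimulation buffer) measures Tl+ influx through KCNH2 3.1 expressed by viral transduction in U2OS cells; the rate constant is normalized against DMSO controls serving as positive and negative references.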
# Eya2 inh: qHTS Assay for Inhibitors of the Phosphatase Activity of Eya2. AID 488837, 2010. actives 0.006% (n = 330,000). Potency, µM (doses to about 76.9 µM), without a hit: at the top dose activity, negative = inhibition, usual class: inhibitors. recombinant Eya2, OMFP fluorescence dephosphorylation (OMFP is methylfluorescein phosphate). Protein phosphatase EYA2 (Homo sapiens), O00167; further: potency means the concentration at half of the fitted maximal effect
#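 Eya2 protein (added as 0.2 uM solution) was preincubated with compound for 10 min at ambient temperature in 50 mM HEPES pH 7.5, 50 mM NaCl, 5 uM MgCl2, 0.05% BSA, 1 mM DTT. OMFP (added at 50 uM) then reacted 10 min; fluorescence read at 485/525 nm.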
# BCR signal inh: qHTS Assay to Find Inhibitors of Chronic Active B-Cell Receptor Signaling. Potency, µM (series often up to 46.1 µM), for the others: at the top dose ratio change, negative = lower green/red ratio, hits mostly inhibitors. actives 0.05% (n = 340,000). ABC-DLBCL IkBa-CBG/CBR reporter, luminescence ratio, 4 h; active means well fitted inhibition curve with a large enough effect in the signal ratio, with a control signal flat, not every such curve was filed as active; inconclusive means small, poorly fitted or top-dose-only effect, or effect the other way, or a change in a side signal; the % refers to the signal ratio;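 further: potency means the concentration at half of the fitted maximal effect; plate controls were basal doxycycline-induced cells for no effect and cells given 10 µM MG132 for full effect; MG132 reads +100%, hits lower the ratio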
#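 Doxycycline induced both beetle luciferases in TMD8 lymphoma cells; IKK-driven degradation limits the IkappaBalpha-fused green signal, while red luminescence normalises for cell number and nonspecific effects. Compounds tested up to 46 uM, 4 hrs.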
# * hit, by the source's call; ? = inconclusive; . = not tested or not shown; [ ] = dose if it differs, or a comment. Unless noted, the call rests on the fitted dose curve; in most records, active means well fitted curve in the direction sought with a large enough effect; inconclusive means small, poorly fitted or top-dose-only effect, or another doubt; inactive means no such curve, though single readings can be large; an effect the other way counts as inactive or inconclusive. Unless noted, on the % scale 0 is the no-effect control and ±100 the full control effect.
SMILES,uPA surface inh,B2AR arrestin,KCNH2 WT inh,USP2a block,Giardia kill,GALK inh,FBPA coupling cs,PKM2 act,KCNH2 3.1 block,Eya2 inh,BCR signal inh
O=C1CCN(Cc2ccccc2)S(=O)(=O)c2ccc(C(F)(F)F)cc21,-17%,0.2%,0,0%,-8,.,.,.,-31,-16%,-2%
CNS(=O)(=O)c1cccc(C(=O)Nc2cccnc2)c1,7%,-1.0%,11,5%,-2,0%,0,-2%,7,-23%,6%
Cc1ccccc1-c1nnc(SCC(=O)NCC2CCCO2)o1 (configuration not stated),14%,0.0%,2,2%,-24,.,.,.,11,16%,1%
CCN(CC)S(=O)(=O)c1ccc2c(c1)nc(CCC(=O)Nc1ccc3c(c1)OCO3)n2C,1%,-1.0%,0,0%,0,0%,-5,2%,4,-2%,7%
Cc1ccc(S(=O)(=O)N2CCOC2CNC(=O)C(=O)NCCc2ccccc2)cc1 (configuration not stated),-2%,-0.9%,-10,13%,8,-2%,3,-6%,-4,6%,-3%
Cc1ccc(-c2noc(CNC(=O)COc3ccccc3C)n2)cc1,2%,0.2%,2,1%,12,2%,0,4%,17,8%,-1%
O=C(Cn1cnc(Cl)c1Cl)c1ccccc1,-7%,-0.3%,18,5%,1,6%,3,-1%,17,10%,1%
O=C(NCc1ccncc1)c1cccc(S(=O)(=O)Nc2ccc(SC(F)F)cc2)c1,1%,-1.0%,12,2%,?,.,.,.,3,-12%,-1%
CCOc1ccc(-n2c(C)c(C(C)=O)c3cc(O)ccc32)cc1,7%,0.3%,-8,3%,?,-3%,2,.,3,-3%,0%
Cc1nn(-c2ccccc2)c(/N=C/c2ccc(O)cc2)c1-c1ccccc1,?,0.3%,-12,1%,8,0%,7,-6%,-10,-28%,?
Cc1cc(C)c(NC(=O)c2ccc(S(=O)(=O)N(C)C)cc2)c(C)n1,-1%,-0.2%,-16,0%,-1,-2%,-1,-4%,0,-1%,?
O=C(CN1C(=O)NC(Cc2c[nH]c3ccccc23)C1=O)Nc1cccc(S(=O)(=O)N2CCOCC2)c1 (configuration not stated),20%,0.3%,-5,2%,5,0%,-2,-3%,5,1%,?
Cc1ccc(C(=O)C(C)OC(=O)CN2C(=O)NC3(CCCC3)C2=O)cc1 (configuration not stated),-4%,-0.2%,-10,2%,-19,.,.,.,15,-26%,-4%
Cc1ccc(C)c(C(=O)NC2CC(C)(C)NC(C)(C)C2)c1,-2%,-0.3%,3,-3%,-1,-1%,4,-6%,-13,7%,-3%
O=C(c1ccccc1)N1CCN(c2ccc([N+](=O)[O-])c(NCc3cccnc3)c2)CC1,1%,-0.4%,1,4%,4,0%,2,-3%,6,-7%,-1%
CCOC(=O)c1c(C)n(OCc2ccccc2)c2ccc3c(no[n+]3[O-])c12,-9%,5.9%,-3,0%,-7,0%,0,-15%,-5,14%,1%
CC(C)c1nc(SCC(=O)Nc2ccc3c(c2)OCO3)n[nH]1,-5%,-0.2%,-3,6%,17,1%,3,8%,5,-15%,12%
CCn1ccnc1C(O)c1ccc(N(C)C)cc1 (configuration not stated),.,0.2%,-4,-1%,-25,9%,3,0%,-14,0%,-1%
CCN(C(=O)COC(=O)c1ccc2c(c1)OCO2)c1ccc(F)cc1,6%,0.0%,-6,1%,7,.,.,.,17,1%,2%
Cc1ccc(C(=O)/C=C/c2ccc3c(c2)OCO3)o1,?,-0.2%,3,-1%,-24,-1%,-2,-13%,0,-6%,?
COc1ccc(CCNC(=O)C(=O)NCc2ccc(Cl)cc2)cc1OC,-6%,-0.3%,2,4%,-15,0%,1,10%,-4,-17%,7%
CC(C)c1c(C(=O)N/N=C/c2cccc3ccccc23)nnn1-c1nonc1N,-7%,0.1%,10,-2%,4,4%,.,.,8,-7%,6%
CCOC(=O)C1CCN(c2ncnc3c(C)csc23)CC1,-1%,-0.6%,-10,7%,?,.,2,-1%,13,-22%,-2%
CCC/C(O)=C1\C(=O)CCCC1=NCCc1c(C)[nH]c2ccc(C)cc12,6%,0.5%,3,-1%,?,3%,5,-2%,3,-1%,6%
Cc1ccc(C(=O)CSc2nnc(CNc3nc(-c4ccccc4)cs3)n2C)cc1,-4%,0.7%,-1,?,-12,0%,2,-5%,2,-4%,-12%

# Additional structures.
SMILES,uPA surface inh,B2AR arrestin,KCNH2 WT inh,USP2a block,Giardia kill,GALK inh,FBPA coupling cs,PKM2 act,KCNH2 3.1 block,Eya2 inh,BCR signal inh
CC(NC(=O)c1ccccc1Cl)C(=O)OCc1cn2cc(Cl)ccc2n1 (configuration not stated),16%,0.0%,6,2%,3,.,.,.,0,-1%,?
CCCn1c(C2CCCN2c2nc(-c3ccc(C)cc3)cs2)nc2cc(Cl)c(N3CCCCC3)cc21 (configuration not stated),-1%,-0.6%,3,-1%,-12,.,-7,2%,-5,5%,12%
O=C(Nc1ccc2c(c1)OCCO2)C1CCN(S(=O)(=O)c2cccs2)CC1,.,-0.5%,5,5%,3,2%,-2,11%,-10,-13%,?
Cc1cc(NCc2ccccc2)n2ncnc2n1,?,0.1%,-18,0%,28,-1%,2,-1%,3,-11%,-4%
O=C(O)CSc1ncnc2sc(-c3ccccc3)cc12,-9%,-0.3%,6,1%,5,7%,8,27%,5,3%,?
Cc1ccn2c(CNCCn3nc(C)cc3C)c(C(=O)N3CCCCCC3)nc2c1,-2%,-0.3%,1,-1%,12,5%,3,-1%,13,7%,?
CCOc1ccc(C(=O)N/N=C(\c2ccccc2)c2ccccn2)cc1,-10%,2.7%,2,-13%,-16,-1%,1,-4%,-21,10%,-9%
CCOC(=O)c1c(C)[nH]c(NC(=O)NNC(=O)c2ccc(OC)cc2)c1C,-20%,0.1%,2,3%,-4,.,.,.,8,11%,?
CCC(C)Sc1ccc([C@H]2N[C@@](CC(C)C)(C(=O)OC)[C@H]3C(=O)N(C)C(=O)[C@@H]23)cc1 (some centres not stated),-5%,0.0%,3,0%,18,.,.,.,-7,-16%,5%
COc1cccc(C2c3[nH]c4ccccc4c3CCN2Cc2cccn2-c2ncccn2)c1 (configuration not stated),-2%,0.1%,?,0%,13,1%,-1,4%,14,2%,-8%
O=C(Cc1ccc(Cl)cc1)Nc1ccccn1,-12%,-0.5%,-2,0%,35[activator],0%,5,.,8,-5%,?
CC(C)(C)OC(=O)C[C@@H]1C/C=C\C[C@H](CC(=O)N[C@H](CO)Cc2ccccc2)C(=O)N[C@@H](Cc2c[nH]c3ccccc23)COC1=O,-2%,0.8%,-6,-2%,-19,.,.,.,-11,-23%,0%
O=C(CCCc1ccccc1)c1ccc2c(c1)OCCO2,-38%,-0.4%,-9,0%,?,-2%,3,-26%,-7,-1%,.

# 5 successive entries out of the list so far:
SMILES,uPA surface inh,B2AR arrestin,KCNH2 WT inh,USP2a block,Giardia kill,GALK inh,FBPA coupling cs,PKM2 act,KCNH2 3.1 block,Eya2 inh,BCR signal inh
O=C(Nc1ccc2c(c1)OCCO2)C1CCN(S(=O)(=O)c2cccs2)CC1,.,-0.5%,5,5%,3,2%,-2,11%,-10,-13%,?
Cc1cc(NCc2ccccc2)n2ncnc2n1,?,0.1%,-18,0%,28,-1%,2,-1%,3,-11%,-4%
O=C(O)CSc1ncnc2sc(-c3ccccc3)cc12,-9%,-0.3%,6,1%,5,7%,8,27%,5,3%,?
Cc1ccn2c(CNCCn3nc(C)cc3C)c(C(=O)N3CCCCCC3)nc2c1,-2%,-0.3%,1,-1%,12,5%,3,-1%,13,7%,?
CCOc1ccc(C(=O)N/N=C(\c2ccccc2)c2ccccn2)cc1,-10%,2.7%,2,-13%,-16,-1%,1,-4%,-21,10%,-9%
